# Source: PubChem BioAssay (The Scripps Research Institute Molecular Screening Center)
# OXTR potentiator = potentiators of human oxytocin receptor; P30559; CHO-OTR cells, Fluo-8 calcium fluorescence, potentiator mode; 0% = oxytocin EC15, 100% = EC100; activation, % at 3 µM; 0.061% of 320,000 active; AID 2445;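 active means activation above that plate's cutoff, the mean activation of tested compounds plus 3 SD, cut at about 6.6% in these data, passing the limit was not always enough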;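 further: 100% uses oxytocin at 75 nM as the full agonist control; some results filed as inactive read as strong as hits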
# Target sequence (P30559 whole entry, looked up): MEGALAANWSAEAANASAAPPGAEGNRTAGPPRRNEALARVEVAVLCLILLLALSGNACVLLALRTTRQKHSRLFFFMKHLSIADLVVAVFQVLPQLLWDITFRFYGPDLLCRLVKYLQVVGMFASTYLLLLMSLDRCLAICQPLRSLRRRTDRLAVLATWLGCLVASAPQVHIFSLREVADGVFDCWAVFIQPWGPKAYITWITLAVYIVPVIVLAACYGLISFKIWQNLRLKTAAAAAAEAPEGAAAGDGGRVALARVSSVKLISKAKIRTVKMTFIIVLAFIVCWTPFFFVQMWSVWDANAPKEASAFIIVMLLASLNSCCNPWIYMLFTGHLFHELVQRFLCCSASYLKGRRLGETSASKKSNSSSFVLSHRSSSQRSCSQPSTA
#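 Material: human OTR in CHO cells. Compound: 3.0 µM, one dose. Timing: compound 6 min at room temperature before oxytocin, 100 s read. Evaluation: % activation of max/min ratio relative to oxytocin controls. Replication: single well per compound, singlicate. Signal: Fluo-8 calcium dye fluorescence.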
# V1aR counter = activates human V1a receptor in oxytocin agonist counter-screen | P37288 | CHO-V1R cells, Fluo-8 calcium fluorescence, agonist mode; 0% DMSO, 100% 3 nM vasopressin | activation, % at 3 µM | 0.25% of 320,000 active;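 active means activation above the mean activation of all tested compounds plus 3 SD, per screening run, cut at about 20% in these data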;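 further: signal is peak over basal fluorescence ratio across a 100 second FLIPR read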
# Target sequence (P37288 whole entry, looked up): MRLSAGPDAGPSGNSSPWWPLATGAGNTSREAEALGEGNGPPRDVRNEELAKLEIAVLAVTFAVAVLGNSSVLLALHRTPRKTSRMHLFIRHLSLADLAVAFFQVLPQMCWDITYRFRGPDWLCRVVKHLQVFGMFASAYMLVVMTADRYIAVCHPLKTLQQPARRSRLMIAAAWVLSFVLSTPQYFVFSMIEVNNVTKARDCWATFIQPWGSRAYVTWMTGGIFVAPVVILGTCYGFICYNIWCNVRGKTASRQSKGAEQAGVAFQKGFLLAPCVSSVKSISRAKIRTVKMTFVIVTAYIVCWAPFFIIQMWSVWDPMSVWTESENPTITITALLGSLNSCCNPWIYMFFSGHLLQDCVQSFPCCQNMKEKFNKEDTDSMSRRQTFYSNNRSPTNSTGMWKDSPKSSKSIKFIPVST
# CHRM1 agonist = activates human CHRM1 receptor | 0.33% of 360,000 active | AID 588814 | P11229 | CHO-K1 hM1, Fluo-8 calcium fluorescence, agonist mode; 0% DMSO, 100% acetylcholine EC100 | activation, % at 3 µM;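 active means activation above the run's mean compound activation plus 3 SD, cut at about 16% in these data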;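 further: peak over basal fluorescence ratio within a 140 s kinetic read after compound addition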
# M1 ag parental = M1 agonist counterscreen hit in parental CHO-K1 cells; Fluo-8 calcium fluorescence; scaled to maximal ATP response, vehicle zero; activation, % at 3 µM; 0.48% of 360,000 active; AID 602248; in the data active means activation above about 15%;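 further: untransfected CHO-K1 host cells lacking M1 receptor as counterscreen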
# TAAR1 antagonist = human TAAR1 antagonism. 1.5% of 360,000 active. Q96RJ0. inhibition, % at 3 µM. CHO RD-HGA16 TAAR1, Fluo-8 calcium fluorescence, antagonist. AID 624466;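 active means inhibition above a per-plate cutoff, the mean inhibition of test compounds on that plate plus 3 SD, cut at about 49% in these data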;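 further: 0% = DMSO plus EC80 beta-PEA response and 100% = DMSO alone without agonist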
#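 Material: CHO RD-HGA16 cells bearing hTAAR1; compound dosing: one-point dosing, 3 µM nominal final; schedule: dye loading 75 min at 37 °C, then 30 min room temperature; measured by: calcium fluorescence with Fluo-8; control set: vehicle and agonist controls; replication: n of 1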
# CHO parental Ca = signal in parental CHO cells, OX1R antagonist counter-screen | parental CHO-K1, ATP-induced calcium, Fluo-8 fluorescence | inhibition, % at 5.6 µM | 0.63% of 330,000 active | AID 463079;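 active means inhibition above that plate's mean sample inhibition plus 3 SD, cut at about 26% in these data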;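 further: 0% = ATP-challenged DMSO wells and 100% = DMSO wells without ATP; some compounds past the cut are filed as inactive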
#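 test system = CHO parental line | reagent = ATP stimulus | measured by = intracellular calcium via Fluo-8 no-wash fluorescent dye | control set = ATP and no-ATP DMSO wells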
# TAAR1 agonist = agonists of human TAAR1. activation, % at 3 µM. CHO RD-HGA16 TAAR1, Fluo-8 calcium fluorescence; vehicle wells 0%, saturating PEA agonist 100%. 0.99% of 360,000 active;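 active means activation above the mean activation of all test compounds in the run plus 3 SD, cut at about 38% in these data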
#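 System: CHO-derived RD-HGA16 cells with stable Gα16 and human TAAR1. Times: 17-24 h plating, Fluo-8 75 min 37 °C, 30 min RT. Measured by: calcium-sensitive Fluo-8 signal, excitation 470-495, emission 515-575 nm. Read-out basis: % activation relative to PEA EC100 response. Control set: DMSO and PEA EC100. Repeats: no replicates (n 1).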
# M1 PAM parental = M1 PAM counterscreen hit in parental CHO-K1 cells; ATP EC20, Fluo-8 calcium fluorescence; 0% at ATP EC20, 100% at ATP max; activation, % at 3 µM; 0.02% of 360,000 active;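 active means activation above the run cutoff, the mean activation of all test compounds plus 3 SD, cut at about 40% in these data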;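 further: peak over basal fluorescence ratio in a 140 s read after ATP addition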
# CHO-K1 Ca antag = M1 antagonist counterscreen hit in parental CHO-K1 cells; ATP-induced calcium, Fluo-8 fluorescence; inhibition, % at 3 µM; 0.6% of 360,000 active; AID 602250;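 active means inhibition above a per-plate cutoff, the plate's mean sample inhibition plus 3 SD, cut at about 24% in these data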;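 further: 0% = DMSO plus EC80 ATP and 100% = DMSO alone without ATP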
# * = called active by the depositor; · = not tested or not shown.
SMILES,OXTR potentiator,V1aR counter,CHRM1 agonist,M1 ag parental,TAAR1 antagonist,CHO parental Ca,TAAR1 agonist,M1 PAM parental,CHO-K1 Ca antag
O=C(C1CCN(S(=O)(=O)c2ccccc2F)CC1)N1CCN(Cc2ccc3c(c2)OCO3)CC1,-3,2.8,-5,1.4,21,-10,-1,16,-15
CC(C)[C@H](NC(=O)NCCc1ccc(F)cc1)C(=O)O,-11,2.2,-1,-0.1,2,9,1,17,4
Cn1c(CCn2ccccc2=O)nc2cc(NC(=O)COc3ccccc3)ccc21,-2,1.2,-3,1.0,2,-11,3,13,-5
Cc1cc(S(=O)(=O)NC2CCCCC2)ccc1OCC(=O)NCc1cccnc1,-12,0.7,-3,0.3,20,-21,0,-4,3
Nc1cc(=O)[nH]c(SCC(=O)NCCC2=CCCCC2)n1,0,0.4,-3,-0.2,-2,-10,14,-16,-3
Cc1ccc(NC(=O)CCC(=O)NNC(=O)NC2CCCCC2)c(C)c1,-3,-0.2,2,1.5,10,19,18,24,-10
COc1cccc(-c2nnn(CC(=O)N3CCC(C)CC3)n2)c1,·,·,-5,4.3,-21,·,8,18,-12
COc1cccc(C(=O)CN2C(=O)C(C)(C)Oc3ccc(C(=O)N4CCOCC4)cc32)c1,-2,1.1,-4,1.2,-12,-23,10,-6,-20
C=CCN(c1cccc(C(F)(F)F)c1)S(=O)(=O)c1cccc(C(=O)OCC(=O)NC(N)=O)c1,-9,0.2,-6,-0.5,6,-25,-2,-9,-2
Cc1ccc(C(=O)N/N=c2\sc3ccccc3n2C)cc1,-7,0.2,3,14,5,-13,21,24,-1
CC1(C)Cc2ccccc2C(/C(=N\Nc2cccc(Cl)c2)C(N)=O)=N1,-14,-1.5,-6,-0.8,8,-37,11,4,-3
Cc1ccc(S(=O)(=O)N2CCC(N3CCN(C)CC3)CC2)cc1Cl,-7,-0.2,-14,-0.1,0,6,2,4,-15
Cc1ccc([C@@H]2[C@@H]3C(=O)N(C)C(=O)[C@@H]3[C@]3(C)C(=O)N(Cc4ccccn4)CC(=O)N23)o1,-8,0.8,-4,0.1,7,-1,0,17,-9
C=CCOc1cccc(/C=C\c2nc(O)c([N+](=O)[O-])c(=O)[nH]2)c1,0,1.1,-3,0.5,-7,-8,2,14,-10
CC(OC(=O)C1=COCCO1)C(=O)NC1CCCCC1 (configuration not stated),·,·,-2,0.6,4,·,1,-3,-3
O=S(=O)(Nc1ccccc1F)c1cccc(NC(=S)NCCN2CCOCC2)c1,-10,0.1,-1,1.4,-22,-1,2,3,-10
COc1cccc2[nH]c(=O)c(-c3ccccc3)cc12,-12,3.3,0,5.2,3,-9,-2,14,-15
CCOC(=O)N1CCC2(O)CCCCC2C1c1ccc(F)cc1 (configuration not stated),2,-0.4,-4,0.1,6,-3,9,12,-6
NC1=NC(=O)/C(=C\c2cccnc2)S1,-5,0.9,-5,-0.1,13,1,-1,8,-17
COc1cc2nc(NC(=O)c3ccc(Cl)cc3)sc(=O)c2cc1OC,-12,-0.1,-2,0.2,-12,-4,2,-8,-6

# Part of the list above in a different format:
Molecule	OXTR potentiator	V1aR counter	CHRM1 agonist	M1 ag parental	TAAR1 antagonist	CHO parental Ca	TAAR1 agonist	M1 PAM parental	CHO-K1 Ca antag
O=S(=O)(Nc1ccccc1F)c1cccc(NC(=S)NCCN2CCOCC2)c1	-10	0.1	-1	1.4	-22	-1	2	3	-10
COc1cccc2[nH]c(=O)c(-c3ccccc3)cc12	-12	3.3	0	5.2	3	-9	-2	14	-15
CCOC(=O)N1CCC2(O)CCCCC2C1c1ccc(F)cc1 (configuration not stated)	2	-0.4	-4	0.1	6	-3	9	12	-6
NC1=NC(=O)/C(=C\c2cccnc2)S1	-5	0.9	-5	-0.1	13	1	-1	8	-17

# Other entries.
SMILES,OXTR potentiator,V1aR counter,CHRM1 agonist,M1 ag parental,TAAR1 antagonist,CHO parental Ca,TAAR1 agonist,M1 PAM parental,CHO-K1 Ca antag
O=C(CCOc1ccccc1)Nc1ccnn1C1CCN(Cc2ccccc2)CC1,-3,-0.7,-5,1.1,-21,-23,3,9,-5
Cc1ccc(-n2nnnc2SCC(=O)NNC(=O)c2ccco2)c(C)c1,0,-0.1,0,-0.1,-9,-7,0,0,-3
NC(=O)C1CCN(C(=O)CSc2nc3ccccc3[nH]2)CC1,-3,0.8,-3,0.8,1,-11,10,12,7
CC1=C2C3OC(=O)C(C)C3CCC2(C)C=CC1=NO (configuration not stated),·,·,-1,0.8,6,·,1,-8,-5
CCCC(CCC)C(=O)Nc1c[nH]c(=O)[nH]c1=O,1,-0.5,-2,0.5,17,-7,2,11,-7
O=C(/C=C/c1cccs1)c1cc(Cl)ccc1OC(=O)N1CCOCC1,-8,-1.2,-4,2.1,2,-36,13,23,-15
COc1ccccc1CNC(=O)C/C(C)=N/NC(=O)Cc1ccc(OC)c(OC)c1,-4,3.4,-5,2.4,-5,-17,4,22,-13
O=C(Oc1ccc(C(=S)N2CCOCC2)cc1)c1cccc(Cl)c1,-7,0.5,-5,0.4,-9,-9,-1,1,-4
COc1cc(NC2c3ccccc3C(=O)N2Cc2ccc3c(c2)OCO3)cc(OC)c1OC (configuration not stated),-5,-0.4,-3,0.2,-22,-8,0,-9,14
CN(CC(=O)N1CCCCCC1)S(=O)(=O)c1ccc(Br)cc1,8,0.5,-5,1.3,-12,-16,2,23,-18
COc1ccccc1NC(=O)N(C)C[C@H]1Oc2ncc(Br)cc2C(=O)N([C@H](C)CO)C[C@H]1C,·,·,-4,0.8,1,·,3,21,-9
COc1ccc(C(=O)NCC(=O)OCc2ccc(F)cc2)cc1,3,-1.5,-11,-0.1,-2,-19,7,6,8
CC(=O)c1cccc(NC(=O)COC(=O)c2ccccc2C)c1,-8,3.9,0,5.9,1,-12,7,12,-13
COC(=O)c1sc2ncccc2c1OCc1c(Cl)cccc1Cl,-5,-1.1,-7,0.3,15,-12,12,25,-12
Clc1ccc(CNc2ncnc3[nH]ncc23)c(Cl)c1,·,·,2,0.6,-1,·,4,-2,12
O=C(COC(=O)COc1ccc(Br)cc1)NC1CCS(=O)(=O)C1 (configuration not stated),·,·,-3,0.6,-6,·,1,18,-10
COc1ccccc1N1CCN(Cc2cnc3ccc(Cl)cn23)CC1,·,·,-2,6.5,-17,·,3,22,-16
Cc1cc(C)c(C)c(S(=O)(=O)N2CCN(C(=O)c3cc(=O)[nH]c4ccccc34)CC2)c1C,-7,2.3,2,7.6,55*,-1,30,11,-7
COc1ccc(C(=O)OCC(=O)Nc2ccc3[nH]c(=O)[nH]c3c2)c(OC)c1OC,0,1.1,-3,1.5,-8,-5,1,2,-2
C[C@H](CO)N1C[C@H](C)[C@@H](CN(C)S(=O)(=O)c2cn(C)cn2)Oc2ccc(NC(=O)NC3CCCCC3)cc2C1=O,-2,1.3,-5,0.1,-23,-2,2,20,-11
O=C1C2C3c4ccccc4C(c4ccccc43)C2C(=O)N1/N=C/c1cccc(O)c1 (configuration not stated),-22,3.9,2,-0.1,29,-14,22,2,7
Cc1ccc(S(=O)(=O)N2CCN(CC(=O)NC3CCCc4ccccc43)CC2)c(C)c1 (configuration not stated),-8,0.0,-1,1.8,-6,-16,1,11,3
NCCCC[C@@H](C(=O)N1CCNCC1)n1cc(CCC(=O)O)nn1,-11,0.6,1,0.9,1,2,4,22,-17
O=C(OCCc1cc2ccccc2c(=O)o1)c1ccco1,-5,0.6,-3,0.5,-9,-2,5,7,-8
COc1ccc(OC[C@@H](O)CNC(=O)c2cccc3c2C(=O)c2ccc(Cl)cc2S3(=O)=O)cc1,-3,-0.5,-1,1.7,35,-35,25,8,-7
CN1CCN(CC(=O)N2c3ccccc3C(C)(c3ccc(Cl)cc3)CC2(C)C)CC1 (configuration not stated),-14,4.4,-4,1.4,10,-23,22,12,-15
COc1ccc(OC)c(N(CC(=O)NCCSCc2ccc(C)cc2)S(C)(=O)=O)c1,-18,1.6,7,1.1,2,-20,3,4,-2
NC(=S)N/N=C1\CCOc2ccc(Cl)cc21,-15,2.0,1,0.8,-20,-10,15,-12,3
CC1CN(C(=O)c2ccc(Oc3ccccc3)cc2)CC(C)O1 (configuration not stated),-11,0.1,-4,0.5,-37,-4,6,4,-3
Cc1ccccc1NC(=O)CSc1[nH]c(=O)cc(C)c1C#N,-1,2.3,4,1.4,-8,3,2,8,1
Cc1cc(C(=O)Nc2ccc(Cl)cc2)on1,-15,2.9,1,3.8,5,2,3,0,-10

# Sorted by value in TAAR1 antagonist (largest number first): three from the list above
molecule | OXTR potentiator | CHRM1 agonist | TAAR1 antagonist | TAAR1 agonist
COC(=O)c1sc2ncccc2c1OCc1c(Cl)cccc1Cl | -5 | -7 | 15 | 12
Cc1cc(C(=O)Nc2ccc(Cl)cc2)on1 | -15 | 1 | 5 | 3
CC(OC(=O)C1=COCCO1)C(=O)NC1CCCCC1 (configuration not stated) | · | -2 | 4 | 1

# Compound profiles, from the list above:
# O=C1C2C3c4ccccc4C(c4ccccc43)C2C(=O)N1/N=C/c1cccc(O)c1 (configuration not stated) across the screens: OXTR potentiator = -22; V1aR counter = 3.9; CHRM1 agonist = 2; M1 ag parental = -0.1; TAAR1 antagonist = 29; CHO parental Ca = -14; TAAR1 agonist = 22; M1 PAM parental = 2; CHO-K1 Ca antag = 7
# NC(=S)N/N=C1\CCOc2ccc(Cl)cc21 across the screens: OXTR potentiator = -15; V1aR counter = 2.0; CHRM1 agonist = 1; M1 ag parental = 0.8; TAAR1 antagonist = -20; CHO parental Ca = -10; TAAR1 agonist = 15; M1 PAM parental = -12; CHO-K1 Ca antag = 3
# Cc1ccc(S(=O)(=O)N2CCN(CC(=O)NC3CCCc4ccccc43)CC2)c(C)c1 (configuration not stated) across the screens: OXTR potentiator = -8; V1aR counter = 0.0; CHRM1 agonist = -1; M1 ag parental = 1.8; TAAR1 antagonist = -6; CHO parental Ca = -16; TAAR1 agonist = 1; M1 PAM parental = 11; CHO-K1 Ca antag = 3

# Random draw from the library; about 3.3% have a hit in one of these screens.
